# Screening data from PubChem BioAssay.
# HUVEC prolif 384 – inhibitors of HUVEC proliferation, primary screen, cell-based, 384-well. CellTiter-Glo luminescence, 72 h; active compounds read low. actives 1.1% (n = 86,000). AID 648, 2007. viability, % at 10 µM (by protocol);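 active means viability at or below 30%; inactive means viability above 30%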;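 further: 100% = median luminescence of DMSO-only cell control wells on each plate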
# S1P2 blocker – human S1P2 receptor antagonists, primary screen, cell-based; inhibition, % at 5 µM; AID 736, 2007; Sphingosine 1-phosphate receptor 2 (Homo sapiens), O95136; actives 0.21% (n = 97,000); cell-based S1P2 antagonist assay, inhibition at 5 uM; in the data active means inhibition above about 45%;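 further: CRE beta-lactamase reporter cells expressing human S1P2 stimulated with S1P; 0% = agonist at EC80 alone and 100% = agonist plus reference antagonist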
# Target sequence (O95136 whole entry, looked up): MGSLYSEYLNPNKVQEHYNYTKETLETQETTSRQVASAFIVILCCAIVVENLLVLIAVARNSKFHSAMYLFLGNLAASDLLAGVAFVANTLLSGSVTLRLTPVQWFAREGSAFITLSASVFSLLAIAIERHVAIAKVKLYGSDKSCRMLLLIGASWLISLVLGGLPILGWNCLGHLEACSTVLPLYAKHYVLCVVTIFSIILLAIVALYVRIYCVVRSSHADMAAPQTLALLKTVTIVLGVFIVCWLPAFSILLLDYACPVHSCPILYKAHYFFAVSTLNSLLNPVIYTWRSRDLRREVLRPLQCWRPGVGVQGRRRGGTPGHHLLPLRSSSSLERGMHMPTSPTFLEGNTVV
# H69AR inhibit – proliferation blockers of H69AR lung cancer cells, primary screen, cell-based, human, 86K library; H69AR lung tumor viability, ATP luminescence, 72 h; active compounds read low; actives 6% (n = 85,000); viability, % at 10 µM;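 active means viability at or below 40%; inactive means viability above 40%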;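 further: multidrug resistant small cell line overexpressing MRP-1 efflux transporter; 100% = mean luminescence of untreated control wells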
# PTPN22 act – LYP phosphatase activators, primary screen, biochemical, DiFMUP fluorescence, 2 µM; Tyrosine-protein phosphatase non-receptor type 22 (Homo sapiens), Q9Y2R2; recombinant LYP; 0 = plate median, 100 = signal doubled; activation, % at 2 µM; actives 0.11% (n = 96,000);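 active means activation at 2 µM above a set limit, the mean plus 5 SD, cut at about 37% in these data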
# sEH inh – soluble epoxide hydrolase inhibitors, primary screen, biochemical, human sEH; recombinant human sEH enzymatic activity assay; inhibition, % at 2 µM; actives 0.34% (n = 91,000); in the data active means inhibition above about 80%; further: values of inactives mirror those of a sister screen read the other way; many of its hits are not listed in these tables
# Target sequence (P34913 whole entry, looked up): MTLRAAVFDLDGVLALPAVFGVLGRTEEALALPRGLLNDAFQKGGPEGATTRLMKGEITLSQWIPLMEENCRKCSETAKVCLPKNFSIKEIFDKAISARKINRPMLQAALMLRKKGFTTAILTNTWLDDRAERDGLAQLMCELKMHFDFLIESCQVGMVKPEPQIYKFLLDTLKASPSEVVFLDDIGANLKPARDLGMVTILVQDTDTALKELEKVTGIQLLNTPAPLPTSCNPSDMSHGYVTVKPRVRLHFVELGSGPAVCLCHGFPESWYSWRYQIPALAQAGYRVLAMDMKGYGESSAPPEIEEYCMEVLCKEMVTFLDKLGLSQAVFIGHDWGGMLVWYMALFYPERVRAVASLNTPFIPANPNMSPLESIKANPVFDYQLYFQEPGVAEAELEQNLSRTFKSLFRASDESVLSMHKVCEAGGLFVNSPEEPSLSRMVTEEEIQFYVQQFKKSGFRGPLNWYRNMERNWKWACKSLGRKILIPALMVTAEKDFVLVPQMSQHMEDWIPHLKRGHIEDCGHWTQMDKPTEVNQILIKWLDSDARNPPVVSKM
# PostGolgi ctrl – growth inhibition of yeast control strain, primary screen, counter-screen for post-Golgi transport modulator project; efflux-deficient yeast background strain, growth absorbance A615, 16 h; inhibition, % at 10 µM; actives 5% (n = 98,000); in the data active means inhibition above about 30%
# sEH activator – soluble epoxide hydrolase activators, primary screen, biochemical, human sEH; purified human sEH enzymatic activity, activator screen; activation, % at 2 µM; actives 0.04% (n = 91,000); AID 717, 2007; in the data active means activation above about 37%; further: values of inactives mirror those of a sister screen read the other way
# S1P2 ag – S1P2 receptor agonists, primary screen, cell-based; activation, % at 4.5 µM; S1P2-expressing cell line, agonist reporter read-out; Sphingosine 1-phosphate receptor 2 (Homo sapiens), O95136; actives 0.46% (n = 97,000); AID 729, 2007; in the data active means activation above about 16%;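 further: 0% = vehicle low control and 100% = maximal reference agonist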
# Lung fibro prol – antiproliferative effect on LL 47 fibroblasts – human, LL 47 cells, CellTiter-Glo luminescence, primary screen. LL 47 human lung fibroblast viability, ATP luminescence; active compounds read low. viability, % at 10 µM. actives 1.1% (n = 85,000). AID 719, 2007;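 active means viability at or below 50% in the single dose screen; inactive means viability above 50%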;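 further: compound exposure lasted 72 h before the ATP readout; 100% = median luminescence of untreated cell-only wells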
#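 Test system: LL 47 human lung fibroblasts / Incubation: 72 h compound exposure at 37 °C after overnight plating / Technique: luminescent ATP detection, CellTiter-Glo / Compound dosing: 0.1% DMSO in all compound wells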
# Starred values were filed as active, the others as inactive; . = not tested or not shown. These rows are one share of the data, so the mix of outcomes need not match the whole.
# Results follow in this order: HUVEC prolif 384	S1P2 blocker	H69AR inhibit	PTPN22 act	sEH inh	PostGolgi ctrl	sEH activator	S1P2 ag	Lung fibro prol
1) Cc1ccc(/C=N/Nc2nc(Cl)c(Cl)cc2Cl)s1
  107	18	92	1	34	11	-35	-10	104
2) COc1ccc(Cl)cc1-n1c(C)cc(C(=O)O)c1C
  96	.	103	.	.	8	.	.	91
3) c1cncc(CNC2CCCc3ccccc32)c1 (configuration not stated)
  108	18	96	23	4	-1	-2	-3	102
4) C=CCn1c(-c2ccoc2C)n[nH]c1=S
  .	0	.	10	6	3	-6	-5	.
5) O=[N+]([O-])c1ccc(N2CCN(c3ccc(Cl)nn3)CC2)cc1NC1CC1
  88	6	50	0	8	.	-6	-4	92
6) NC(=O)C1CCN(C(=O)CN2C(=O)c3ccccc3S2(=O)=O)CC1
  93	12	102	12	-9	2	10	-5	96
7) COCCCNC(=O)COc1ccc(-c2nccc(-c3ccccn3)n2)cc1
  .	3	.	-1	8	2	-9	-5	.
8) Cc1ccc2cc(C)c3nnc(SCC(=O)Nc4nc5c(s4)CCCC5)n3c2c1C
  .	-5	.	-5	4	0	-2	-7	.
9) Cc1cc(=O)[nH]c2ccccc12
  81	10	98	-4	7	23	-5	-4	87
10) Cc1nnc(SCC(=O)Nn2cnnc2)s1
  92	.	95	.	.	8	.	.	99
11) O=C(Nc1ccc(-c2cn3ccsc3n2)cc1)C1CC1
  93	12	58	-8	-2	-5	0	-3	101
12) CN(C)CCCC1(O)c2ccccc2C=Cc2ccccc21
  91	-11	86	-8	-11	.	11	1	95
13) CCOc1cc2c3c(c1)C1(C(=O)N3C(C)(C)C=C2C)C(C#N)=C(N)Oc2cc(O)ccc21 (configuration not stated)
  46	-5	33*	-2	14	10	-12	-7	83
14) CC(C)(C)NC(=O)c1ccncc1
  110	-10	96	-5	-26	3	26	-5	105
15) O=C(NNS(=O)(=O)c1ccccc1)c1cnn(-c2ccccc2)c1-n1cccc1
  .	26	.	1	2	3	0	-2	.
16) Cn1c(SCC(=O)N2CCCCCC2)nc2c([nH]c3ccccc32)c1=O
  81	6	38*	4	-1	-4	1	1	67
17) CCC(=O)Nc1nnc(CSCc2ccc(F)cc2)s1
  98	-5	100	0	10	-1	-12	-4	105
18) Cc1cccc(Cc2c(C)nc3c(C(=O)N4CCN(Cc5ccc6c(c5)OCO6)CC4)cnn3c2C)c1
  83	14	66	4	-5	14	6	-1	106
19) O=c1c2cnn(-c3ccccc3)c2ncn1Cc1cccnc1
  104	18	98	-2	-2	3	2	-4	99
20) Cc1ccc(CNC(=O)c2ccccc2CCc2ccccc2)cc1
  .	-23	.	-2	4	35*	-4	-6	.
21) COc1ccc(CNC(=O)CSc2nnnn2-c2ccc(O)cc2)cc1
  94	15	80	-2	.	-5	.	-5	.
22) O=C(O)CCCC(=O)Nc1ccccc1-n1ccnc1
  86	5	91	-12	6	2	-6	-4	95
23) CC1=CC(=C2N=C(c3ccccc3)OC2=O)C=C(C)O1
  .	16	.	-2	9	10	-6	-11	.
24) Cc1cc(C)nc(NS(=O)(=O)c2ccc(NC(=O)Cn3c(=O)oc4ccccc43)cc2)n1
  103	11	96	2	-10	26	11	-1	101
25) CN1C=CC=C/C1=C1\SC(=S)N(C2CCCCC2)C1=O
  .	5	.	0	-9	6	6	-7	.
26) CCNC(=S)NN=C1CCC(C(C)(C)C)CC1 (configuration not stated)
  .	-12	.	-4	16	1	-17	-7	.
27) Cc1cc2n(c(=O)c1C#N)CCCN2c1cccc(Cl)c1
  87	-12	56	4	-5	.	6	-7	103
28) Cc1ccnc(NC(=O)c2ccc(N3C(=O)CCC3=O)cc2)c1
  98	27	99	-4	-6	6	6	-2	101
29) Cc1ccc2cc(CCNC(=O)c3ccc4c(c3)OCO4)c(=O)[nH]c2c1
  102	-5	79	7	-18	16	16	-5	97
30) Cc1cc(=O)n(CCc2ccccc2)c(O)c1C#N
  97	4	97	-12	0	.	3	-4	104
31) O=C(NCc1ccc(F)cc1)c1cnn2ccccc12
  113	7	102	0	8	8	-7	-4	108
32) CC(=O)Nc1ccc(NCN2C(=O)C3C4CCC(C4)C3C2=O)cc1 (configuration not stated)
  .	8	.	5	-13	15	12	-3	.
33) COc1ccc(CNC(=O)Cn2cc3c(n2)CCCCC3)cc1
  98	.	97	.	.	4	.	.	94
34) Cc1cc(OCc2nn[nH]n2)c2c(C)c(CC(=O)O)c(=O)oc2c1
  87	-8	104	-6	-24	9	22	-5	98
35) O=C1CCCCC1C(Nc1ccc(Br)cc1)c1ccccc1 (configuration not stated)
  .	9	.	-10	12	20	-10	1	.
36) Cc1ccc(NC(=O)c2cccc3c2C(=O)N(C2CCCCC2)C3)cc1
  .	-20	.	-3	-5	44*	7	-3	.
37) O=C(c1ccccc1-c1nc(-c2ccc(Cl)cc2)no1)N1CCCC1
  108	-30	45	2	-6	7	7	1	102
38) Cc1cc(-c2csc(NC(=O)c3cc4ccccc4o3)n2)c(C)n1C
  .	-22	.	2	5	-15	-3	-4	.
39) COc1ccnc(Oc2ccc(C)cc2C)c1C#N
  .	-5	.	16	-7	13	5	-2	.
40) CCOC(=O)N1CCN(C(=O)Cn2c(C)cc3ccccc3c2=O)CC1
  95	-6	63	-4	0	6	1	-2	105
41) CCCCCCCCS(=O)c1sc2nc(C)cc(C)c2c1N (configuration not stated)
  97	-8	94	1	-3	16	3	-5	96
42) CCc1ccc(NC(=O)CSc2nnc(Cc3cccn3C)n2-c2ccc(F)cc2)cc1
  87	.	59	.	.	9	.	.	81
43) C=CCn1c(SCCC)nc(O)cc1=O
  99	-3	93	3	-3	9	-1	-2	101
44) CCCSc1nnc(CN2CCOCC2)n1C
  92	-5	101	-4	10	18	-7	-4	97
45) COc1ccc(OC)c(S(=O)(=O)n2cnc3cc(C)c(C)cc32)c1
  72	8	40	0	-1	30*	1	0	89
46) COc1ccc(C)cc1S(=O)(=O)N(CC(=O)Nc1cccc([N+](=O)[O-])c1)c1cc(C)cc(C)c1
  .	-5	.	1	-3	4	3	-9	.
47) N#Cc1ccc(Oc2ccc(/C=N/O)cn2)cc1
  .	9	.	6	5	3	-4	-5	.
48) Oc1ccccc1OCc1nc2ccccc2s1
  70	-16	102	10	-6	-2	5	-10	87
49) Cc1nc(C(=O)Nc2ccc(F)cc2)nn1-c1ccc([N+](=O)[O-])cc1
  .	-23	.	5	10	4	-7	-4	.
50) C#CCSc1nnc(-c2ccc(OC)cc2)o1
  94	-16	19*	-5	13	16	-12	-1	64
51) CCn1c(Cc2ccccc2)nnc1SCC(=O)N1CCCCC1
  101	-8	105	1	0	.	6	-6	95
52) O=C(Nc1nc(-c2nc3ccccc3s2)cs1)C1COc2ccccc2O1 (configuration not stated)
  78	.	98	.	.	9	.	.	107
53) COc1ccc(OC)c(NC(=O)Cn2c(-c3ccc(Cl)cc3)noc2=O)c1
  93	-14	92	1	1	5	1	-4	103
54) O=P(CCN1CCCCC1)(c1ccccc1)c1ccccc1
  108	-12	112	-2	3	4	-4	-8	108
55) CSc1nnc2n(-c3ccc(C)cc3)c(=O)c3c4c(sc3n12)COC(C(C)C)C4 (configuration not stated)
  61	9	36*	.	.	17	.	0	37*
56) CCCCOc1ccc(C(=O)N/C(=C\c2cccc([N+](=O)[O-])c2)C(=O)OC(C)C)cc1
  .	-19	.	4	4	-3	-1	-4	.
57) CC(C)(Oc1ccc(Cl)cc1)C(=O)OCn1nnc2ccccc2c1=O
  101	1	93	2	.	23	.	-4	101
58) CCC(=O)c1cc(F)c(N2CCN(S(=O)(=O)c3ccc(C)cc3)CC2)cc1C
  88	-8	93	10	9	35*	-8	-1	102
59) CCCCNC(=S)NNC(=O)c1sccc1C
  .	5	.	10	-12	7	10	-5	.
60) CC(=O)c1c(N2CCCCC2)nc(=S)n(-c2ccccc2)c1C
  102	23	103	-1	21	-1	-21	-4	98

# Sorted by the number under S1P2 ag (ascending): 5 of the compounds above.
No.	compound	S1P2 blocker	PTPN22 act	sEH inh	sEH activator	S1P2 ag
48	Oc1ccccc1OCc1nc2ccccc2s1	-16	10	-6	5	-10
46	COc1ccc(C)cc1S(=O)(=O)N(CC(=O)Nc1cccc([N+](=O)[O-])c1)c1cc(C)cc(C)c1	-5	1	-3	3	-9
51	CCn1c(Cc2ccccc2)nnc1SCC(=O)N1CCCCC1	-8	1	0	6	-6
59	CCCCNC(=S)NNC(=O)c1sccc1C	5	10	-12	10	-5
36	Cc1ccc(NC(=O)c2cccc3c2C(=O)N(C2CCCCC2)C3)cc1	-20	-3	-5	7	-3

# Carrying on:
# Results follow in this order: HUVEC prolif 384	S1P2 blocker	H69AR inhibit	PTPN22 act	sEH inh	PostGolgi ctrl	sEH activator	S1P2 ag	Lung fibro prol
61) O=C(CC12CC3CC(C1)CC(CC(=O)N1CCCC1)(C3)C2)N1CCCC1
  94	.	100	.	.	-6	.	.	106
62) CCn1c(=O)cc(OCC(=O)N(C)C2CCCCC2)c2ccccc21
  94	-2	88	10	-3	6	4	-2	104
63) Cc1cccc(Cn2ncc(Cl)c(Cl)c2=O)c1
  .	39	.	0	4	3	-6	-8	.
64) Cc1cc(NC(=O)CN2C(=O)NC(Cc3ccccc3)C2=O)no1 (configuration not stated)
  101	-3	84	2	-6	7	0	-3	94
65) COc1ccc(NC(=O)CC2SC(=NCc3ccccc3OC)NC2=O)cc1 (configuration not stated)
  98	-14	100	-4	-6	0	6	-1	96
66) CCOC(=O)CSC(C)C(=O)Nc1nnc(C(C)C)s1 (configuration not stated)
  102	-1	104	.	.	0	.	-5	95
67) O=c1c2cn[nH]c2[nH]c(=S)n1-c1ccccc1F
  110	7	115	-4	.	2	.	-7	108
68) Cc1ccc(NC(=O)N2CCOCC2)c(C)c1
  87	-38	93	-5	10	6	-8	-6	104
69) Cc1ccc(SCC(=O)NCCSC(C)(C)C)cc1
  91	-8	102	-8	38	4	-38	-3	95
70) COc1ccc(OC)c(-c2cc(C(=O)NCc3ccco3)no2)c1
  88	7	80	11	.	16	.	-4	100
71) COc1ccc(Nc2nc(N)nc(CN3CCN(c4ccccn4)CC3)n2)cc1
  87	12	92	4	-24	3	20	-3	96

# Part of the list above, set out differently:
nr	smiles	HUVEC prolif 384	S1P2 blocker	H69AR inhibit	PTPN22 act	sEH inh	PostGolgi ctrl	sEH activator	S1P2 ag	Lung fibro prol
66	CCOC(=O)CSC(C)C(=O)Nc1nnc(C(C)C)s1 (configuration not stated)	102	-1	104	.	.	0	.	-5	95
67	O=c1c2cn[nH]c2[nH]c(=S)n1-c1ccccc1F	110	7	115	-4	.	2	.	-7	108
68	Cc1ccc(NC(=O)N2CCOCC2)c(C)c1	87	-38	93	-5	10	6	-8	-6	104
69	Cc1ccc(SCC(=O)NCCSC(C)(C)C)cc1	91	-8	102	-8	38	4	-38	-3	95
